CIT2 TOR yeast: alters CIT2-GFP fluorescence in TOR pathway yeast screen. S. cerevisiae CIT2-GFP strain, flow cytometry, 3 h; 100 means same as DMSO wells. GFP response vs DMSO, % at 10 µM. AID 2029. 320,000 compounds, 0.065% hits;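 active means GFP response relative to DMSO above a set limit, near the screen mean plus 3 SD, cut at about 150% in these data; inconclusive means Fewer than 70 cells measured for a yeast strain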;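 further: ratio of well median GFP fluorescence to mean of DMSO wells on the plate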
proCasp7 act: activates human procaspase-7, counter-screen for procaspase-3 activators; recombinant procaspase-7, Ac-DEVD-pNA absorbance 405 nm; D23A/D198A/D206A triple mutant, cannot self-cleave; scale: DMSO 0, 5 µM enzyme 100; activation, % at 8.5 µM; 330,000 compounds, 0.093% hits;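 active means percent activation above the screen-wide mean plus 3 SD, cut at about 25% in these data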
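buffer or medium = Zinc-free HEPES/NaCl buffer, pH 7.4 | material = Procaspase-7 triple mutant (PC-7 D3A) | input = 2 µM procaspase-7 mutant as dispensed | signal = Epi-absorbance of released pNA at 405 nm, two timepoints | timing = 1 h preincubation, 2 h reaction | replicates = singlicate compound testing | evaluation = % activation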
AGP1-GFP MLPCN: alters AGP1-GFP fluorescence in TOR pathway yeast screen | S. cerevisiae AGP1-GFP multiplex flow cytometry, 3 h; GFP as percent of DMSO wells | 320,000 compounds, 0.02% hits | GFP response vs DMSO, % at 10 µM;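 active means GFP response relative to DMSO above a set limit, near screen average plus 3 SD, cut at about 150% in these data; inconclusive means fewer than 70 cells counted for the yeast strain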;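 further: median GFP channel fluorescence of the gated AGP1 strain per well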
LAP4 TOR yeast: modulators of TOR pathway LAP4-GFP in S. cerevisiae | S. cerevisiae LAP4-GFP multiplex, flow cytometry GFP, 3 h; median GFP as percent of DMSO wells | GFP response vs DMSO, % at 10 µM | 320,000 compounds, 0.34% hits | AID 2023;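 active means GFP response vs DMSO above a set limit, about the screen mean plus 3 SD, cut at about 150% in these data; inconclusive means under 70 cell events counted for the yeast strain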
AHR activator: activates the human aryl hydrocarbon receptor | AHR-responsive luciferase reporter cells, luminescence | activation, % at 5 µM | 320,000 compounds, 2.5% hits | AID 2796; in the data active means activation above about 47%;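 further: 0% = vehicle wells and 100% = reference agonist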
Target sequence (P35869 whole entry, looked up): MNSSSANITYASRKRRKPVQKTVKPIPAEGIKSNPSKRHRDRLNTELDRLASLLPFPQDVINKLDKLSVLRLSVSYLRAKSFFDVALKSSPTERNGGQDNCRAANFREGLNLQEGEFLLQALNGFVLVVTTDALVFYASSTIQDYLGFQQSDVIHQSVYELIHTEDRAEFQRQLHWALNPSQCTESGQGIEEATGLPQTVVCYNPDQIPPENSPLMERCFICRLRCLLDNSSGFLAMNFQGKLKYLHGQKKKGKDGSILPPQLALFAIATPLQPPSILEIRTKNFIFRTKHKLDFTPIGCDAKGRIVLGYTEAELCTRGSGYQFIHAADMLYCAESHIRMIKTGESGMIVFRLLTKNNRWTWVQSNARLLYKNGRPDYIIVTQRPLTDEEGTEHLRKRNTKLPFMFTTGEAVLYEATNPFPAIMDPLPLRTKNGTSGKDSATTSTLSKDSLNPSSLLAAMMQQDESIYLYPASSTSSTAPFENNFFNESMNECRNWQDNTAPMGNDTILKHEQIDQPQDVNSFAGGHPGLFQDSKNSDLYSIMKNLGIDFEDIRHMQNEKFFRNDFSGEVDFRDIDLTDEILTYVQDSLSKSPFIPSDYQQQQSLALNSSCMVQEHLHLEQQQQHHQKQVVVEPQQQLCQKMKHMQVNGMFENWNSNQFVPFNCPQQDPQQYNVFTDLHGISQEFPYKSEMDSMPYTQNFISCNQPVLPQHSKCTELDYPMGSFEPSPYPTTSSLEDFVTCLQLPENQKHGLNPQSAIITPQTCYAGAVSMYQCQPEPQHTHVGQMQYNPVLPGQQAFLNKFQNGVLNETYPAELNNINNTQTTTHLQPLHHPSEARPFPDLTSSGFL
proCasp3 act: activators of human procaspase-3; P42574; recombinant procaspase-3 D3A, Ac-DEVD-pNA absorbance 405 nm; activation, % at 8.5 µM; 330,000 compounds, 0.11% hits;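 active means activation above the mean of all tested compounds plus 3 SD, cut at about 21% in these data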;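 further: 0% = DMSO alone and 100% = DMSO wells spiked with extra 5 µM PC-3 D3A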
Target sequence (P42574 whole entry D9A/D28A/D175A): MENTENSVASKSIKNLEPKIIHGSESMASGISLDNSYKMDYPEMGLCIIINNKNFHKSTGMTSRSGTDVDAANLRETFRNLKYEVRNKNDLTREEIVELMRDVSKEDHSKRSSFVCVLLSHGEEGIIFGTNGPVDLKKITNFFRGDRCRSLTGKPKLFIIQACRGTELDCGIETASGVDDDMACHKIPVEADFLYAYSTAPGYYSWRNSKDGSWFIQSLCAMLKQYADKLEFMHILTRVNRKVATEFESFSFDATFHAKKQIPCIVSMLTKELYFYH
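Assay system: Autoprocessing-dead procaspase-3 D3A mutant enzyme; also added: Ac-DEVD-pNA; doses: one concentration, 8.5 µM nominal, 0.8% DMSO; times: 1 h compound preincubation, 2 h substrate hydrolysis at 25 °C; technique: 405 nm absorbance of p-nitroaniline, reads at 0 and 120 min; measure: % activation between DMSO and enzyme-spiked controls; repeats: single replicate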
MEP2 TOR yeast: alters MEP2-GFP fluorescence in TOR pathway yeast screen; 330,000 compounds, 0.51% hits; S. cerevisiae MEP2-GFP strain, flow cytometry GFP, 3 h; 100% = DMSO control level; GFP response vs DMSO, % at 10 µM;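 active means GFP response versus DMSO above a set limit, roughly screen mean plus 3 SD, cut at about 180% in these data; inconclusive means fewer than 70 cells counted for a yeast strain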;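 further: median GFP fluorescence of the barcode-gated MEP2-GFP cells per well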
RPL19A-GFP yeast: alters RPL19A-GFP fluorescence in TOR pathway yeast screen. S. cerevisiae RPL19A-GFP strain, flow cytometry, 3 h; stronger effect = lower value. percent response vs DMSO, % at 10 µM. 330,000 compounds, 0.3% hits;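 active means percent response vs DMSO below 50%; inconclusive means fewer than 70 events counted for the yeast strain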;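 further: median channel GFP fluorescence of the barcoded RPL19A-GFP strain; ratio of sample median GFP to plate DMSO average so 100% = DMSO; lower means less RPL19A-GFP as with rapamycin TOR inhibition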
The depositor's hits bear a star; [ ] = remark or other dose.

Results for O=C1c2ccccc2C(=O)c2c1ccc1c(=O)n(C3CCCCC3)[nH]c21 ?
CIT2 TOR yeast: 87; proCasp7 act: -1; AGP1-GFP MLPCN: 82; LAP4 TOR yeast: 104; AHR activator: -1; proCasp3 act: -8; MEP2 TOR yeast: 99; RPL19A-GFP yeast: 93

How did Cc1cc(C)nc(SCC(=O)N2CCCCC2)n1 do in these assays?
CIT2 TOR yeast: 102; proCasp7 act: 9; AGP1-GFP MLPCN: 98; LAP4 TOR yeast: 98; AHR activator: -2; proCasp3 act: 5; MEP2 TOR yeast: 98; RPL19A-GFP yeast: 95

What do the screens show for `COc1ccc(OC)c(NC(=O)c2cc3c(Cl)nc4ccccc4c3s2)c1`?
CIT2 TOR yeast: inconclusive; proCasp7 act: 7; AGP1-GFP MLPCN: 14[may fluoresce violet]; LAP4 TOR yeast: 94[may fluoresce violet]; AHR activator: 1; proCasp3 act: -1; MEP2 TOR yeast: 110[may fluoresce violet]; RPL19A-GFP yeast: 90[may fluoresce violet]

What do the screens show for `Cc1[nH][nH]c(=O)c1C(c1ccc(Br)cc1)c1c(C)[nH][nH]c1=O`?
CIT2 TOR yeast: 101; proCasp7 act: -5; AGP1-GFP MLPCN: 100; LAP4 TOR yeast: 106; AHR activator: 0; proCasp3 act: -3; MEP2 TOR yeast: 110; RPL19A-GFP yeast: 100

What do the screens show for `CCc1cccc(CC)c1C(O)c1cccnc1` (stereo not drawn)?
CIT2 TOR yeast: 96; proCasp7 act: 12; AGP1-GFP MLPCN: 97; LAP4 TOR yeast: 88; AHR activator: -2; proCasp3 act: 3; MEP2 TOR yeast: 100; RPL19A-GFP yeast: 98

Results for CCOC(=O)CNC(=O)COc1coc(CN2CCN(c3ccccc3F)CC2)cc1=O ?
CIT2 TOR yeast: 101; proCasp7 act: 4; AGP1-GFP MLPCN: 101; LAP4 TOR yeast: 101; AHR activator: -1; proCasp3 act: -3; MEP2 TOR yeast: 110; RPL19A-GFP yeast: 100

What do the screens show for `O=C(O)CCSc1nnc(-c2cccnc2)n1-c1ccccc1`?
proCasp7 act: 0; AGP1-GFP MLPCN: 107; LAP4 TOR yeast: 100; AHR activator: -1; proCasp3 act: 3; MEP2 TOR yeast: 108; RPL19A-GFP yeast: 107

What do the screens show for `C=CCOc1ccc2cccc(/C=N/NC(=O)c3cc4cc([N+](=O)[O-])ccc4s3)c2c1`?
CIT2 TOR yeast: 104; proCasp7 act: -2; AGP1-GFP MLPCN: 103; LAP4 TOR yeast: 98; AHR activator: 5; proCasp3 act: 4; MEP2 TOR yeast: 104; RPL19A-GFP yeast: 100

How did Cc1nc(C(=O)Nc2ccc(Cl)cc2)nn1-c1ccc([N+](=O)[O-])cc1 do in these assays?
CIT2 TOR yeast: 95; proCasp7 act: -8; AGP1-GFP MLPCN: 94; LAP4 TOR yeast: 99; AHR activator: 2; proCasp3 act: -11; MEP2 TOR yeast: 97; RPL19A-GFP yeast: 92

Results for O=C(COC(=O)c1ccccc1Nc1ccc(SC(F)F)cc1)NCc1ccco1 ?
CIT2 TOR yeast: 93; proCasp7 act: 6; AGP1-GFP MLPCN: 98; LAP4 TOR yeast: 96; AHR activator: 3; proCasp3 act: -4; MEP2 TOR yeast: 101; RPL19A-GFP yeast: 100

Results for CCCN(CCC)C(=O)c1ccc2c(c1)OCO2 ?
CIT2 TOR yeast: 84; proCasp7 act: 6; AGP1-GFP MLPCN: 92; LAP4 TOR yeast: 90; AHR activator: 4; proCasp3 act: 2; MEP2 TOR yeast: 95; RPL19A-GFP yeast: 94

What do the screens show for `CCN1CCN(C(=O)CCc2nnc3ccc(N4CCN(c5cccc(OC)c5)CC4)nn23)CC1`?
CIT2 TOR yeast: 88; proCasp7 act: -7; AGP1-GFP MLPCN: 87; LAP4 TOR yeast: 79; AHR activator: 4; proCasp3 act: 5; MEP2 TOR yeast: 95; RPL19A-GFP yeast: 94

What do the screens show for `CC(C)c1ccc(NC2CCCN(C(=O)c3cnn(C(C)C)c3)C2)cc1` (stereo not drawn)?
CIT2 TOR yeast: 101; proCasp7 act: 5; AGP1-GFP MLPCN: 102; LAP4 TOR yeast: 87; AHR activator: 7; proCasp3 act: -3; MEP2 TOR yeast: 103; RPL19A-GFP yeast: 105

What do the screens show for `O=C(CCc1nc(-c2ccccc2)no1)Nc1cccnc1`?
CIT2 TOR yeast: 93; proCasp7 act: 1; AGP1-GFP MLPCN: 107; LAP4 TOR yeast: 92; AHR activator: -1; proCasp3 act: 0; MEP2 TOR yeast: 101; RPL19A-GFP yeast: 102

What do the screens show for `CCN(CC)Cc1c(O)c(Cl)cc2c(C)c(C)c(=O)oc12`?
CIT2 TOR yeast: 100; proCasp7 act: -3; AGP1-GFP MLPCN: 98; LAP4 TOR yeast: 94; AHR activator: 8; proCasp3 act: -3; MEP2 TOR yeast: 98; RPL19A-GFP yeast: 97

How did CN(C(=O)COC(=O)c1n[nH]c2ccccc12)c1ccccc1 do in these assays?
CIT2 TOR yeast: 113; proCasp7 act: 7; AGP1-GFP MLPCN: 113; LAP4 TOR yeast: 112; AHR activator: -1; proCasp3 act: 3; MEP2 TOR yeast: 107; RPL19A-GFP yeast: 106

Results for CCc1ccc(Oc2cc(C)nc(N)n2)cc1 ?
CIT2 TOR yeast: 106; proCasp7 act: 10; AGP1-GFP MLPCN: 98; LAP4 TOR yeast: 98; AHR activator: 15; proCasp3 act: 0; MEP2 TOR yeast: 103; RPL19A-GFP yeast: 99

Results for O=C(COC(=O)c1ccc[nH]c1=O)NC1CCCc2ccccc21 (stereo not drawn) ?
CIT2 TOR yeast: 108; proCasp7 act: -9; AGP1-GFP MLPCN: 112; LAP4 TOR yeast: 115; AHR activator: 0; proCasp3 act: 4; MEP2 TOR yeast: 93; RPL19A-GFP yeast: 99

How did O=C(Nc1cccc2ncccc12)c1cc([N+](=O)[O-])ccc1Cl do in these assays?
CIT2 TOR yeast: 92; proCasp7 act: -6; AGP1-GFP MLPCN: 98; LAP4 TOR yeast: 111; AHR activator: 3; proCasp3 act: 11; MEP2 TOR yeast: 90; RPL19A-GFP yeast: 86

What do the screens show for `COC(=O)c1sccc1NC(=O)c1ccc(C)cc1`?
CIT2 TOR yeast: 97; proCasp7 act: -1; AGP1-GFP MLPCN: 90; LAP4 TOR yeast: 95; AHR activator: 28; proCasp3 act: 3; MEP2 TOR yeast: 107; RPL19A-GFP yeast: 98

How did O=C(NCCc1nnc2ccc(SCC(=O)N3CCCC3)nn12)c1ccc(F)cc1 do in these assays?
CIT2 TOR yeast: 107; proCasp7 act: -3; AGP1-GFP MLPCN: 108; LAP4 TOR yeast: 99; AHR activator: -1; proCasp3 act: 6; MEP2 TOR yeast: 92; RPL19A-GFP yeast: 104

How did COc1ccc(-c2noc(CN3CCCC(OCc4ccccn4)C3)n2)cc1 (stereo not drawn) do in these assays?
CIT2 TOR yeast: 98; proCasp7 act: 4; AGP1-GFP MLPCN: 100; LAP4 TOR yeast: 110; AHR activator: 2; proCasp3 act: -1; MEP2 TOR yeast: 104; RPL19A-GFP yeast: 97

Results for Cc1ccc(C)c(SCC(=O)OCC(=O)N2CC(C)OC(C)C2)c1 (stereo not drawn) ?
CIT2 TOR yeast: 99; proCasp7 act: 3; AGP1-GFP MLPCN: 108; LAP4 TOR yeast: 110; AHR activator: 1; proCasp3 act: 1; MEP2 TOR yeast: 107; RPL19A-GFP yeast: 107

Results for CCOC(=O)c1c(-c2ccco2)csc1NC(=O)CSc1nnc(N)s1 ?
CIT2 TOR yeast: 100; proCasp7 act: -1; AGP1-GFP MLPCN: 102; LAP4 TOR yeast: 103; AHR activator: -2; proCasp3 act: -11; MEP2 TOR yeast: 100; RPL19A-GFP yeast: 98

Results for COc1ncccc1C(=O)N1CCCC(N2CCN(c3cccc(Cl)c3)CC2)C1 (stereo not drawn) ?
CIT2 TOR yeast: 114; proCasp7 act: 2; AGP1-GFP MLPCN: 95; LAP4 TOR yeast: 75; AHR activator: 2; proCasp3 act: 1; MEP2 TOR yeast: 103; RPL19A-GFP yeast: 105

How did CC1CCCCN1C(=O)CSc1nnc(-c2ccco2)n1CC1CCCO1 (stereo not drawn) do in these assays?
CIT2 TOR yeast: 99; proCasp7 act: -32; AGP1-GFP MLPCN: 105; LAP4 TOR yeast: 107; AHR activator: 2; proCasp3 act: -11; MEP2 TOR yeast: 105; RPL19A-GFP yeast: 105

What do the screens show for `Cc1cc(Cl)ccc1Oc1ccc(C(N)=O)cc1[N+](=O)[O-]`?
CIT2 TOR yeast: 107; proCasp7 act: 5; AGP1-GFP MLPCN: 102; LAP4 TOR yeast: 101; AHR activator: 1; proCasp3 act: -3; MEP2 TOR yeast: 104; RPL19A-GFP yeast: 104

How did COc1cc2c(cc1OC)CN(C(=O)Cc1ccccc1)CC2 do in these assays?
CIT2 TOR yeast: 86; proCasp7 act: -1; AGP1-GFP MLPCN: 83; LAP4 TOR yeast: 101; AHR activator: 0; proCasp3 act: 6; MEP2 TOR yeast: 103; RPL19A-GFP yeast: 97

How did CCOC(=O)Cc1nc(-c2ccccc2)n[nH]1 do in these assays?
CIT2 TOR yeast: 92; proCasp7 act: 6; AGP1-GFP MLPCN: 104; LAP4 TOR yeast: 103; AHR activator: 1; proCasp3 act: -5; MEP2 TOR yeast: 99; RPL19A-GFP yeast: 97

What do the screens show for `CN(CC(=O)Nc1ccccc1Cl)C(=O)CSc1ncc(C(F)(F)F)cc1Cl`?
CIT2 TOR yeast: 92; proCasp7 act: 11; AGP1-GFP MLPCN: 94; LAP4 TOR yeast: 101; AHR activator: -2; proCasp3 act: 1; MEP2 TOR yeast: 105; RPL19A-GFP yeast: 100

How did NS(=O)(=O)c1ccc(CNC(=S)NC2CCCCC2)cc1 do in these assays?
CIT2 TOR yeast: 84; proCasp7 act: -7; AGP1-GFP MLPCN: 87; LAP4 TOR yeast: 94; AHR activator: 5; proCasp3 act: -3; MEP2 TOR yeast: 86; RPL19A-GFP yeast: 87

Sorted by formula weight (low to high): 3 of the compounds above
Results for O=C(COC(=O)c1ccc[nH]c1=O)NC1CCCc2ccccc21 (stereo not drawn) ?
CIT2 TOR yeast: 108; proCasp7 act: -9; AGP1-GFP MLPCN: 112; LAP4 TOR yeast: 115; AHR activator: 0; proCasp3 act: 4; MEP2 TOR yeast: 93; RPL19A-GFP yeast: 99

How did O=C(NCCc1nnc2ccc(SCC(=O)N3CCCC3)nn12)c1ccc(F)cc1 do in these assays?
CIT2 TOR yeast: 107; proCasp7 act: -3; AGP1-GFP MLPCN: 108; LAP4 TOR yeast: 99; AHR activator: -1; proCasp3 act: 6; MEP2 TOR yeast: 92; RPL19A-GFP yeast: 104

What do the screens show for `CN(CC(=O)Nc1ccccc1Cl)C(=O)CSc1ncc(C(F)(F)F)cc1Cl`?
CIT2 TOR yeast: 92; proCasp7 act: 11; AGP1-GFP MLPCN: 94; LAP4 TOR yeast: 101; AHR activator: -2; proCasp3 act: 1; MEP2 TOR yeast: 105; RPL19A-GFP yeast: 100

Source: PubChem BioAssay (several laboratories)
